Screening data deposited in PubChem BioAssay by National Center for Advancing Translational Sciences (NCATS).
TSHR antagonist: human thyrotropin receptor antagonism | P16473 | TSHR-expressing cells, TSH-stimulated cAMP HTRF, 2 h; active compounds read low | activity change, negative = inhibition, % at 11.5 µM | 0.2% of 330,000 active | AID 504810;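 active = activity change below a set negative limit, meaning inhibition stronger than a set level, cut at about -70% in these data; inconclusive = activity change between two set negative limits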; also: % is scaled to controls: 0 for no effect and ±100 for the full control effect
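Competitive HTRF cAMP read-out (cryptate anti-cAMP antibody, cAMP-d2; 30 min, room temperature) in freshly harvested TSHR cells. Compounds added before TSH at EC80 (4nM final), followed by 2 hours' incubation at 37 deg C.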
ELG1 DNA repair: blocks ELG1-dependent DNA repair in HEK293T cells | AID 504467 | Potency, µM (top dose mostly 46.1 µM), for inactives: at the top dose activity change, negative = inhibition, actives largely listed as inhibitors | 2.3% of 330,000 active | HEK293T ELG1-luciferase reporter, luminescence, 16 h; DNA damage induced by 5-fluorouridine; also: potency is read from the fitted curve at half-maximal effect; % is scaled to controls: 0 for no effect and ±100 for the full control effect; nearly all actives have a fitted effect of over 55% in size
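Overnight (16 hr) co-exposure of 2,000 cells/well to 5-fluorouridine and compound at 37 °C preceded detection. Luciferase was quantified via ONE-Glo luminescence; loss of signal denotes inhibition.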
Tb PFK block: blocks T. brucei phosphofructokinase | T. brucei PFK, ADP-Glo luminescence | 0.17% of 330,000 active | O15648 | Potency, µM (doses to about 57.5 µM), inactives show top-dose activity, negative = inhibition, most hits filed as inhibitors | AID 485367;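 also: potency is read from the fitted curve at half-maximal effect; 0% = uninhibited 1x PFK enzyme wells and -100% = no-enzyme wells; nearly all actives have a fitted effect of over 60% in size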
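Activity is normalized to no-enzyme wells (full inhibition) and 1.25 nM enzyme wells (no inhibition). Reaction: 0.5 mM F6P, 0.1 mM ATP, 45 min RT, ADP-Glo luminescence; concentration-response curves fitted and classed by quality.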
TCR act: activates T cell receptor signaling; primary human leukocytes, anti-CD3, IL-2 HTRF, 48 h; Potency, µM (top dose mostly 9.22 µM), inactives show top-dose activation of IL-2 secretion, actives largely listed as activators; 330,000 tested, under 10 active; also: % of control where 0% means no effect
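TCR engagement came from a-CD3 beads alone, with compounds added to primary human leukocytes for 48 hr. Secreted IL-2 bridged europium cryptate- and d2-labelled anti-IL-2 antibodies, giving FRET emission at 665nm after 320nm excitation.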
TSG101-PTAP inh: blocks PTAP/TSG101 interaction to inhibit HIV-1 budding | Fluorescence polarization, FITC-PTAP peptide / Tsg101 binding | Q99816 | 340,000 tested, under 10 active | AID 493005 | Potency, µM (series often up to 115 µM), inactives show top-dose activity change, negative = inhibition, hits mostly inhibitors; active = well fitted inhibition curve with a large enough effect in the main read-out, with a control signal flat, not every such curve was filed as active; inconclusive = small, poorly fitted or top-dose-only effect, or effect the other way, or a change in a side signal; inactive = no such curve, though single readings can be large or run the other way; also: potency is read from the fitted curve at half-maximal effect; % of control where 0% means no effect
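Fluorescence polarization binding of Tsg101 binding domain (10 uM final) to FITC-labeled PTAP peptide (50 nM final) in HEPES pH 7.5 buffer with NaCl, Tween 20, EDTA, TCEP. Compounds added before peptide; binding 20 min at RT.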
Chronic BCR inh: inhibitors of chronic active B-cell receptor signaling; Potency, µM (top dose mostly 46.1 µM), for the others: top-dose ratio change, negative = lower green/red ratio, most hits filed as inhibitors; 0.05% of 340,000 active; ABC-DLBCL IkBa-CBG/CBR reporter, luminescence ratio, 4 h; active = well fitted inhibition curve with a large enough effect in the signal ratio, with a control signal flat, not every such curve was filed as active; inconclusive = small, poorly fitted or top-dose-only effect, or effect the other way, or a change in a side signal; the % refers to the signal ratio;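 also: potency is read from the fitted curve at half-maximal effect; plate controls were basal doxycycline-induced cells for no effect and cells given 10 µM MG132 for full effect; MG132 reads +100%, hits lower the ratio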
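Doxycycline induced both beetle luciferases in TMD8 lymphoma cells; IKK-driven degradation limits the IkappaBalpha-fused green signal, while red luminescence normalises for cell number and nonspecific effects. Compounds tested up to 46 uM, 4 hrs.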
A-T KAP1 phos: candidate therapy for ataxia-telangiectasia; […] A-T fibroblasts, KAP-1 phosphorylation AlphaLISA; neocarzinostatin DNA damage 30 min before lysis; Potency, µM (top dose mostly 57.5 µM), for inactives: at the highest dose activation, usual class: activators; 0.19% of 320,000 active; AID 485349; also: potency is read from the fitted curve at half-maximal effect; % of control where 0% means no effect; nearly all actives have a fitted effect of over 45% in size
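ATM-like activity read as KAP-1 phosphorylation via AlphaLISA donor/acceptor antibody pairs after lysis and 6 hr at 25C. Cells were ATM-null patient fibroblasts ([…], hTERT), dosed 60 min, then exposed to the DSB inducer NCS for 30 min.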
Eya2 inh: Eya2 (human) phosphatase inhibition | O00167 | recombinant Eya2, OMFP fluorescence dephosphorylation (OMFP is methylfluorescein phosphate) | Potency, µM (top dose mostly 76.9 µM), without a hit: top-dose activity, negative = inhibition, hits mostly inhibitors | 0.006% of 330,000 active; also: potency is read from the fitted curve at half-maximal effect; % is scaled to controls: 0 for no effect and ±100 for the full control effect
Target sequence (O00167 whole entry, looked up): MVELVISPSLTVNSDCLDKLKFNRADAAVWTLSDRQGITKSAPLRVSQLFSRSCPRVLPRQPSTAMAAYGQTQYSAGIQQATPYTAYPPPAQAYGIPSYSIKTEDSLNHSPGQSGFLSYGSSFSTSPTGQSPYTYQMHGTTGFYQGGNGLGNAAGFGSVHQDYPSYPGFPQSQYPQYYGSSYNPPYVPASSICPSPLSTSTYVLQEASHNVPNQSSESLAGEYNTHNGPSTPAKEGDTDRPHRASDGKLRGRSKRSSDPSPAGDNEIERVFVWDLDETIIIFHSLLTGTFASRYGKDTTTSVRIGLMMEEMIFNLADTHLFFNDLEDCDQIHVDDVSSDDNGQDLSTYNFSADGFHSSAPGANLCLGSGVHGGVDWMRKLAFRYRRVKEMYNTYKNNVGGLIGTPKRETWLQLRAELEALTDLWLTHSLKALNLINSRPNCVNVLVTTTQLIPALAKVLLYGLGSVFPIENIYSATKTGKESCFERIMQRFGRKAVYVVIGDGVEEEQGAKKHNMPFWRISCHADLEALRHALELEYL
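Eya2 (0.2 uM) preincubated 10 min at ambient with compound, then OMFP substrate added at 50 uM; 10 min reaction in 50 mM HEPES pH 7.5, 50 mM NaCl, 5 uM MgCl2, 0.05% BSA, 1 mM DTT. Fluorescence read at Ex 485/Em 525 nm.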
Integrin act MD: integrin-mediated muscular dystrophy alleviation activation. Potency, µM (titrated, usually from 38.3 µM), without a hit: at the highest dose activation, actives largely listed as activators. alpha7betagal myoblasts, beta-gal FDG fluorescence, 48 h. 0.064% of 350,000 active;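 also: potency is read from the fitted curve at half-maximal effect; 100% = response of the positive control SU9516; nearly all actives have a fitted effect of over 60% in size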
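alpha7betagal+/- myoblasts (passage 13, 250/well) treated 48 h at 37C with compounds at 1:260 dilution of DMSO stock. Lysed, then beta-galactosidase activity read as FDG fluorescence (ex 480/em 540) after 30 min, with pre-read for autofluorescence.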
ASM inhibitor: human S-ASM enzyme inhibition; P17405; placental ASM, HMU-PC fluorogenic substrate, 60 min; Potency, µM (highest dose often 57.5 µM), for the others: at the top dose activity change, negative = inhibition, usual class: inhibitors; 0.006% of 340,000 active; AID 504937; also: potency is read from the fitted curve at half-maximal effect
Target sequence (P17405 47-631 limits assumed): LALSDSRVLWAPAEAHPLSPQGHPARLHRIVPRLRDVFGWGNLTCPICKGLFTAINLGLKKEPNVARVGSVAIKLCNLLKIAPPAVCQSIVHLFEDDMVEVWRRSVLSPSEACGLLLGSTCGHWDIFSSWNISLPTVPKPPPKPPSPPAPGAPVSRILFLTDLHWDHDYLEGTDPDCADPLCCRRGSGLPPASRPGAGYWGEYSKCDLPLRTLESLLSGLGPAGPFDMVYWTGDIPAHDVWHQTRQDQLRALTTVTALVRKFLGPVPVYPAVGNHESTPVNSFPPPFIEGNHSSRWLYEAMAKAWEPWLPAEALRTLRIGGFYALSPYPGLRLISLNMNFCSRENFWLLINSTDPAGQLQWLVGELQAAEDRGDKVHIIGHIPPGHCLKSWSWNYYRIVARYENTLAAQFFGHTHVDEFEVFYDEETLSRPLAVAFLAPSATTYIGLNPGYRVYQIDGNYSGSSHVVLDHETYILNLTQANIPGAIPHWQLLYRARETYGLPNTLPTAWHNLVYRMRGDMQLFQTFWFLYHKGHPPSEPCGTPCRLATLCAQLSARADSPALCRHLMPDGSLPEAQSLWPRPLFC
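Fluorescence read-out (Ex 386 nm, Em 447 nm) after stopping the reaction at pH 10. Enzyme: ASM from human placenta; substrate HMU-PC0, 9 uM final; 60 min, 37 °C. Compound preincubation 10 min, ambient temperature.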
Mito fusion act: blocks mitochondrial division or promotes mitochondrial fusion. S. cerevisiae fusion-defective mutant growth rescue, CellTiterGlo 48 h. Potency, µM (series often up to 46.1 µM), for the others: top-dose growth rescue (activation), usual class: activators. 0.23% of 320,000 active;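 also: potency is read from the fitted curve at half-maximal effect; % of control where 0% means no effect; nearly all actives have a fitted effect of over 45% in size; temperature-sensitive fusion mutants such as fzo1-1 at 37 °C on non-fermentable ethanol glycerol medium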
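Growth-rescue viability read-out: after 48 h at the non-permissive 37C in glycerol/ethanol YPEG, yeast mitochondrial fusion mutants are measured by CellTiterGlo luminescence; compounds (23 nl pinned per well) restoring growth score as division inhibitors or fusion activators.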
The depositor's hits bear a star; ? = inconclusive; / = no result given; & = joins results of further samples; [ ] = dose if it differs, or a comment. Unless noted, calls follow the shape of the dose curve; as a rule, active = well fitted curve in the direction sought with a large enough effect; inconclusive = small, poorly fitted or top-dose-only effect, or another doubt; inactive = no such curve, though single readings can be large; an effect the other way counts as inactive or inconclusive.

SMILES	TSHR antagonist	ELG1 DNA repair	Tb PFK block	TCR act	TSG101-PTAP inh	Chronic BCR inh	A-T KAP1 phos	Eya2 inh	Integrin act MD	ASM inhibitor	Mito fusion act
N=c1c(C(=O)NC2CCCC2)cc2c(=O)n3ccccc3nc2n1Cc1ccccc1	13	?	1%	-9%	0%	1%	0%	14%	26%	45%	18%
CCCCN(C(=O)c1c(C)noc1C)c1c(N)n(CCCC)c(=O)[nH]c1=O	6	14%	-2%	2%	-3%	8%	4%	-30%	10%	57%[activator]	1%
O=C(c1n[nH]c(=O)c2ccccc12)N1CCN(c2ccccc2Cl)CC1	10	?	0%	/	-5%	2%	-7%	12%	-16%	-1%	1%
COc1ccccc1C(=O)NNC(=O)c1sccc1-n1cccc1	-6	-3%	-4%	8%	-4%	0%	-3%	-19%	?	-1%	1%
Cc1nc(CCNC(=O)c2ccccc2)cs1	11	?	2%	-6%	0%	-1%	1%	-14%	28%	7%	-1%
O=C(c1cccs1)N(Cc1ccc(F)cc1)C1CCS(=O)(=O)C1 (configuration not stated)	42	21%	-22%	-2%	2%	1%	13%	-18%	17%	1%	3%
COc1ccc(CNc2cc([N+](=O)[O-])ccc2OC)cc1	4	15%	0%	4%	-1%	-2%	-4%	11%	-3%	-10%	3%
CN(C)N1C(N)=C(C#N)C(c2ccccc2)C2=C1CC(C)(C)CC2=O (configuration not stated)	-5	-29%	-2%	0%	-7%	4%	-14%	5%	-13%	1%[11.5 µM]	1%
CCN(C(=O)COC(=O)CCNS(=O)(=O)c1ccccc1F)c1c(N)n(Cc2ccccc2)c(=O)[nH]c1=O	/	11%	9%	7%	0%	2%	15%	-4%	4%	-1%	/
COC(=O)c1cc(=O)nc2sc(-c3ccccc3)nn12	-8	-3%	0%	3%	-13%	2%	-11%	11%	10%	4%	3%
CN1C(=S)SC(/[N+]([O-])=C\c2ccco2)C1(C)C (configuration not stated)	-7	-5%	4%	1%	-6%	3%	-4%	-2%	-5%	5%	-2%
Cc1nc2nc(SCC(=O)O)nn2c(C)c1Cc1ccccc1Cl	-8	?	-7%	-3%	-4%	13%	0%	4%	0%	6%	9%

Rewritten in CSV form: entries from further up.
SMILES,TSHR antagonist,ELG1 DNA repair,Tb PFK block,TCR act,TSG101-PTAP inh,Chronic BCR inh,A-T KAP1 phos,Eya2 inh,Integrin act MD,ASM inhibitor,Mito fusion act
CN1C(=S)SC(/[N+]([O-])=C\c2ccco2)C1(C)C (configuration not stated),-7,-5%,4%,1%,-6%,3%,-4%,-2%,-5%,5%,-2%
N=c1c(C(=O)NC2CCCC2)cc2c(=O)n3ccccc3nc2n1Cc1ccccc1,13,?,1%,-9%,0%,1%,0%,14%,26%,45%,18%
Cc1nc2nc(SCC(=O)O)nn2c(C)c1Cc1ccccc1Cl,-8,?,-7%,-3%,-4%,13%,0%,4%,0%,6%,9%
COc1ccccc1C(=O)NNC(=O)c1sccc1-n1cccc1,-6,-3%,-4%,8%,-4%,0%,-3%,-19%,?,-1%,1%

The listing continues:
SMILES	TSHR antagonist	ELG1 DNA repair	Tb PFK block	TCR act	TSG101-PTAP inh	Chronic BCR inh	A-T KAP1 phos	Eya2 inh	Integrin act MD	ASM inhibitor	Mito fusion act
O=C1NC2(CCCCC2)N(C(=O)c2ccccc2)C2=C1CCCC2	-5	1%	0%	1%	-2%	-4%	-3%	2%	5%	0%	16%
COc1ccc(OC)c(/C=C/C(=O)OCC(=O)N2C(C)CCCC2C)c1 (configuration not stated)	-12	21µM*	8%	9%[46.1 µM]	-2%	-9%	32%	-5%	-29%	/	/
COc1ccc(NC(=O)c2oc3ccccc3c2C)c(OC)c1	-6	?	0%	-1%	-1%	-11%	1%	-11%	0%[7.66 µM]	60%	12%
Cc1ccc(-c2c(C)c(-c3ccc(F)cc3)nc(N)c2C#N)o1	11	7%	-1%	-1%	-3%	4%	22%	-11%	1%	197%[activator]	-5%
O=C(O)c1coc2ccccc12	-1	1%	-3%	4%	-4%	3%	10%	4%	0%	0%	-1%
Cc1ccc(C(=O)N/C(=C/c2ccccc2)C(=O)NC(Cc2ccccc2)C(=O)O)cc1 (configuration not stated)	6	?	0%	3%[46.1 µM]	-4%	3%	0%	4%	4%	3%	0%
Oc1cc(O)c2c(c1)O[C@H](c1ccc(O)c(O)c1)[C@@H](O)C2	-4&-3	1%	-11%	/	0%	-2%	-3%	0%&13%	/	1%	4%&-3%
O=C(CC1Sc2ccccc2NC1=O)Nc1cccc(C(=O)O)c1 (configuration not stated)	0	20%	-21%	1%[46.1 µM]	0%	?	6%	5%	-8%	1%	-3%
CCCCCNc1nc(NCCCO)c(C#N)c2c1CN(C)CC2	5	-21%	1%	-1%	-3%	?	-1%	-30%	-4%	110%[activator]	1%
CCOC(=O)N1CCN(C(=O)c2cc(COc3cccc(C(F)(F)F)c3)on2)CC1	7	?	-10%	2%	-3%	?	3%	1%	?	-1%	0%
COc1ccccc1-n1c(SCC(=O)N2CCCCC2)nc2cccnc21	-4	-7%	-3%	-21%	-5%	2%	-4%	-12%	-11%	2%	4%
Oc1ccc(NCc2ccc(OCc3ccccc3)cc2)cc1	-1	?	-16%	3%	-6%	?	40µM*	9%	-74%[inhibitor]	0%	-11%
O=C(c1ccncc1)N(c1ccc2oc3c(c2c1)CCCC3)S(=O)(=O)c1cccc([N+](=O)[O-])c1	9	2%	4%	-1%[46.1 µM]	-2%	-4%	15%	5%	-7%	23%	?
CCOC(=O)N1CCN(C(=O)C2CCN(S(=O)(=O)c3cc(C)ccc3OC)CC2)CC1	6	-3%	6%	-5%	-6%	-2%	0%	3%	0%	2%	19%
Cc1ccc(NC(=O)c2ccc(S(=O)(=O)NCc3cccnc3)cc2)c(C)c1	8	?	-6%	-26%	-7%	4%	-9%	0%	?	1%	0%
O=C1C=C(c2ccc(O)cc2)C[C@@H](c2ccc(Cl)cc2)C1	14	-25%	1%	7%	-2%	?	/	-5%	-14%	-20%	1%
COc1ccc(/C=C(/NC(=O)c2ccco2)C(=O)N2CCCCCC2)cc1OC	-8	-2%	0%	2%	0%	-3%	2%	3%	3%	2%	2%
Cn1nc(C(F)(F)F)cc1-c1ccc(S(N)(=O)=O)s1	-1	?	-1%	36%	-3%	-6%	6%	15%	26%	2%	-2%
CCCOc1ccc(/C=C/C(=O)NC2CCCCC2)cc1	-5	10%	0%	2%	-3%	0%	8%	11%	23%	-1%	-11%
CCCCn1c(N)c(N(CCC(C)C)C(=O)C2=NN(c3cc(C)ccc3C)C(=O)CC2)c(=O)[nH]c1=O	4	12%	-1%	/	-3%	-7%	3%	-14%	23%	7%	4%
CCOC(=O)c1cnc2ccc(C)cc2c1Sc1ccccc1C(=O)OC	-3	?	-2%[0.46 µM]	3%	-2%	-1%	27%	2%	-39%[inhibitor]	-3%	0%
CSc1nc(C)[nH]c(=O)c1C#N	5	2%	-15%	-2%	-1%	-1%	-2%	17%	?	-2%	-2%
Cc1cc(S(=O)(=O)Nc2ccc(C(=O)NCCCN3CCCC3=O)cc2)ccc1F	4	10%	0%	2%	-2%	-2%	1%	33%	-7%	3%	0%
O=C1CN(C(=O)CSc2nnc(Nc3ccccc3)s2)c2ccccc2N1	5	-10%	0%	-3%[46.1 µM]	-2%	?	-6%	2%	3%	-1%	-1%
COc1cc(C(=O)NNC(=O)/C=C/c2ccco2)cc(OC)c1OC	32	-17%	0%	-1%	-2%	3%	-2%	9%	21%	0%	/
CCOC(=O)C1(CCc2ccccc2)CCN(C(=O)c2cccc(C)n2)CC1	7	18%	-2%	0%	-2%	1%	-5%	-10%	11%	-1%	3%
